Source: PubChem BioAssay
Tau ThT inhib: qHTS for Inhibitors of Tau Fibril Formation, Thioflavin T Binding; Microtubule-associated protein tau (Homo sapiens), P10636; recombinant tau K18 P301L, heparin-induced fibrillization, ThT fluorescence; Potency, µM (series often up to 57.4 µM), for the others: at the top dose activity, negative = inhibition, actives largely listed as inhibitors; 2.1% of 270,000 active; AID 1460, 2008; also: % is scaled to controls: 0 for no effect and ±100 for the full control effect; nearly all actives have a fitted effect of over 55% in size
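K18 P301L tau (15 uM + 0.24 uM Alexa 594-tagged), heparin 20 uM, NaOAc pH 7, 6 h 37 C; ThT 30 uM, 1 h RT, ex 450/em 510 nm.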
Tau fluor cs: Counterscreen qHTS for Inhibitors of Tau Fibril Formation, Fluorescence Polarization; AID 1463, 2008; 0.93% of 280,000 active; Potency, µM (doses to about 57.7 µM), for inactives: at the highest dose activity change, negative = decrease; tau K18 P301L (four-repeat tau fragment) Alexa594 fluorescence, heparin fibrillization; also: % is scaled to controls: 0 for no effect and ±100 for the full control effect; nearly all actives have a fitted effect of over 55% in size
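Human K18 P301L tau (15 uM unlabeled plus 0.24 uM Alexa 594-labeled, final) in 100 mM sodium acetate pH 7 was mixed with compound and 20 uM heparin and incubated 6 hr at 37 C.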
RECQ1 helicase: qHTS Assay for Inhibitors of RecQ-Like Dna Helicase 1 (RECQ1) | RECQ1 DNA unwinding, red fluorescence kinetic read | ATP-dependent DNA helicase Q1 (Homo sapiens), P46063 | Potency, µM (titrated, usually from 57.3 µM), inactives show at the top dose activity, negative = inhibition, hits mostly inhibitors | 0.54% of 240,000 active;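 also: plate controls were vehicle for no effect and no enzyme for full effect; nearly all actives have a fitted effect of over 30% in size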
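50 nM RECQ1T1 preincubated 15 min with compound in Tris pH 8.0 buffer with MgCl2, DTT, Tween-20 and 2.5 ug/ml poly(dI-dC); started with 200 nM TAMRA/BHQ-2 forked duplex and 2 mM ATP. Unwinding read as fluorescence (525/598 nm), two reads 2 h apart.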
TRb SRC2 PPI: qHTS for Inhibitors of the Interaction of Thyroid Hormone Receptor and Steroid Receptor Coregulator 2; 0.065% of 280,000 active; Potency, µM (doses to about 106 µM), inactives show at the top dose activity change, negative = inhibition, hits mostly inhibitors; TRbeta-SRC2 peptide binding, fluorescence polarization; receptor liganded with 1 µM T3; Thyroid hormone receptor beta (Homo sapiens), P10828;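 also: plate controls were bound peptide for no effect and peptide without receptor for full effect; nearly all actives have a fitted effect of over 50% in size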
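Quantitative HTS by FP: 0.6 uM TRb LBD, 20 nM labeled SRC2 20-mer, 1 uM T3, 5% DMSO; 5 hr ambient incubation; % activity per concentration and potencies from concentration series.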
TexasRed fluor: Total Fluorescence Counterscreen for Inhibitors of the Interaction of Thyroid Hormone Receptor and Steroid Receptor Coregulator 2; 0.29% of 280,000 active; AID 1479, 2009; Potency, µM (doses to about 106 µM), for inactives: top-dose fluorescence change, negative = quenching; TRb/SRC2 Texas Red total fluorescence interference; active = well fitted curve in either direction with a large enough effect; inconclusive = small, poorly fitted or top-dose-only effect; also: % is scaled to controls: 0 for no effect and ±100 for the full control effect
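Human TRβ ligand-binding domain (0.6 uM) and Texas Red SRC2 peptide (20 nM) in Tris buffer with 1 uM T3 and 5% DMSO were incubated with pinned compound for 5 hr at ambient temperature. Total fluorescence was computed as S + 2P (555/632 nm).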
HTT cytoprotect: qHTS Multiplex Assay to Identify Dual Action Probes in a Cell Model of Huntington: Cytoprotection (ATP); PC12 HTT-Q103 induced, cytoprotection, ATP luminescence, 40 h; Potency, µM (series often up to 56.4 µM), for the others: cytoprotection (ATP increase), actives largely listed as activators; 0.14% of 230,000 active;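 also: % of control where 0% means no effect; nearly all actives have a fitted effect of over 45% in size; toxic huntingtin expression switched on by the ecdysone agonist tebufenozide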
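Rat PC12, Q103 Htt exon1-GFP fusion, ecdysone promoter; tebufenozide inducer 100 nM final; compound titration; qHTS, 1500 cells/well; ATPlite luminescent read.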
L3MBTL1 block: qHTS Assay for the Inhibitors of L3MBTL1; Lethal(3)malignant brain tumor-like protein 1 (Homo sapiens), Q9Y468; AlphaScreen L3MBTL1–H3K9me1 peptide binding; Potency, µM (top dose mostly 57.1 µM), for inactives: at the top dose activity, negative = inhibition, usual class: inhibitors; 0.66% of 230,000 active; AID 485360, 2010; also: % is scaled to controls: 0 for no effect and ±100 for the full control effect; nearly all actives have a fitted effect of over 60% in size
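Read-out is AlphaScreen signal from streptavidin donor and nickel chelate acceptor beads (10 ug/mL final each) bridging L3MBTL1 (50 nM) and biotinylated K9-monomethylated H3(1-15) peptide (75 nM), after 30 min compound exposure at room temperature.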
Tau FP inhib: qHTS for Inhibitors of Tau Fibril Formation, Fluorescence Polarization; K18 P301L tau heparin fibrillization, Alexa594 FP, 6 h; Potency, µM (series often up to 57.7 µM), for inactives: at the highest dose activity, negative = inhibition, usual class: inhibitors; 0.39% of 280,000 active; AID 1468, 2008; also: % is scaled to controls: 0 for no effect and ±100 for the full control effect; nearly all actives have a fitted effect of over 55% in size
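FP of Alexa 594-tau after heparin (20 uM) induction. Substrate: human K18 P301L, 15 uM unlabeled, 0.24 uM labeled. Buffer 100 mM sodium acetate pH 7. 6 hr, 37 C.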
* = called active by the depositor; i = inactive; ? = inconclusive; nt = not tested or not shown; & = joins results of further samples; [ ] = remark or other dose. Unless noted, calls follow the shape of the dose curve; as a rule, active = well fitted curve in the direction sought with a large enough effect; inconclusive = small, poorly fitted or top-dose-only effect, or another doubt; inactive = no such curve, though single readings can be large; an effect the other way counts as inactive or inconclusive. Potency is read from the fitted curve at half-maximal effect.

Order of values: HTT cytoprotect	TRb SRC2 PPI	TexasRed fluor	Tau FP inhib	Tau ThT inhib	RECQ1 helicase	L3MBTL1 block	Tau fluor cs
Cc1ccc(NC(=O)CSc2nc3ccccc3c3nc(CCn4cncc4C)nn23)cc1F
 : nt	-1%	-1%	2%	?	nt	nt	5%
OC1CCCN(c2c3c(nc4cc(-c5cccc(F)c5)nn24)CCCC3)C1 (stereo unspecified)
 : -21%[10 µM]	-4%	-2%	3%	6%	i	17%	9%
CCOc1ccc2ncc3c(-c4cccc(OC)c4)nn(-c4ccccc4)c3c2c1
 : nt	-1%	-1%	-19%	-8%	nt	nt	-14%
CCC(=O)Nc1ccc(/C(C)=N/NC(=O)c2c(-c3ccccc3Cl)noc2C)cc1
 : nt	-7%	-4%	4%	5%	2%	-15%	4%
CCN(Cc1ccccc1)S(=O)(=O)c1nc2nc(C)c(C)c(C)n2n1
 : 8%	-5%	-6%	-1%	-5%	0%	4%	-2%
CCOC(=O)CCc1c(C)c2ccc(OCC(=O)N(CC)CC)c(C)c2oc1=O
 : 9%	5%	-1%	6%	-4%	-5%	-4%	-2%
CCN1C(=O)c2ccccc2S(=O)(=O)c2ccc(C(=O)NCc3ccccc3OC)cc21
 : nt	-2%	-3%	-2%	2%	nt	nt	-19%
O=C(Nc1ccc(F)cc1F)Nc1ccccc1C(=O)NCCN1CCNC1=O
 : 1%[10 µM]	-4%	0%	-10%	-15%	-5%	-1%	-21%
CCCCC[C@H](O)/C=C/C=C\C/C=C\C/C=C\CCCC(=O)O
 : -36%&0%	6%&1%	-2%&-1%	4%&-6%	-2%&-16%	7%&-6%	nt	2%&-11%
CC(C)CNC(=O)NC(=O)COC(=O)COc1ccc(Cl)cc1Cl
 : 28%[10 µM]	-8%	-3%	-11%	-16%	-7%	-1%	?
CCOC(=O)CSc1nc2c(cnn2-c2ccc(C)cc2)c(=O)[nH]1
 : 17%	1%	4%	1%	2%	-1%	-7%	3%
COCCNC(=O)CN(c1cc(Cl)ccc1OC)S(C)(=O)=O
 : 4%	-8%	-3%	?	-17%	-9%	4%	-11%
COc1ccc(CCNC(=O)c2ccc3c(c2)CCN3S(=O)(=O)c2ccc(C)cc2)cc1
 : nt	-1%	0%	-13%	-6%	nt	nt	?
COC(=O)c1ccc(NC(=O)c2ccccc2CC[N+](=O)[O-])cc1
 : 1%	7%	1%	-1%	-5%	-6%	5%	-8%
COc1ccc(NC(=O)CCc2nnc3n(CC(C)C)c(=O)c4ccccc4n23)cc1
 : nt	-1%	-13%	-1%	1%	nt	nt	-2%

Filtered by structure, those above containing an aryl thioether with sulfur outside any ring (2)
Order of values: HTT cytoprotect	TRb SRC2 PPI	TexasRed fluor	Tau FP inhib	Tau ThT inhib	RECQ1 helicase	L3MBTL1 block	Tau fluor cs
Cc1ccc(NC(=O)CSc2nc3ccccc3c3nc(CCn4cncc4C)nn23)cc1F
 : nt	-1%	-1%	2%	?	nt	nt	5%
CCOC(=O)CSc1nc2c(cnn2-c2ccc(C)cc2)c(=O)[nH]1
 : 17%	1%	4%	1%	2%	-1%	-7%	3%

The results go on:
Order of values: HTT cytoprotect	TRb SRC2 PPI	TexasRed fluor	Tau FP inhib	Tau ThT inhib	RECQ1 helicase	L3MBTL1 block	Tau fluor cs
Cc1ccc2c(c1)cc(CN(Cc1ccco1)C(=O)COc1ccccc1)c1nnnn12
 : -28%	-8%	-1%	1%	-7%	i	1%	-11%
COc1cccc(Cn2c(-c3nonc3N)nc3ccccc32)c1
 : -66%[inhibitor]	3%	-5%	?	-2%	6%	-3%[11.4 µM]	?
CCCCn1c(N)c(N(CCOC)C(=O)CCc2ccc(OC)cc2)c(=O)[nH]c1=O
 : 1%[10 µM]	1%	-1%	3%	0%	-18%	2%	3%
CN(C)CCCNc1cn[nH]c(=O)c1Cl
 : 6%	-1%	-1%	-3%	-6%	-4%	nt	-2%
CSc1sccc1/C=N/NC(=O)c1ccncc1
 : nt	1%	-1%	0%	?	3%	-3%	3%
COc1ccc(NC(=O)c2cnc3sc(N4CCOCC4)nn3c2=O)c(OC)c1
 : nt	-3%	0%	4%	-4%	nt	nt	-2%
COC(=O)c1cccc(NC(=O)Cc2ccc(OC)cc2)c1C
 : 5%	-4%	1%	6%	-3%	i	nt	-1%
COc1ccc2c(c1)O[C@@H](c1cccc(C(F)(F)F)c1)[C@H](OC(=O)Nc1ccc(OC(F)F)cc1)C2=O
 : -71%[inhibitor]	2%&1%	-1%&-3%	1%&-6%	-8%&-14%	-14%&-10%	-4%	?
Cc1c(C(=O)NCc2cccnc2)sc2nc(-c3ccc(F)cc3)cn12
 : -29%	6%	-1%	-4%	12%	1%	0%	-2%
Cc1cccc2cc(C#N)c(SCC#N)nc12
 : nt	9%	-6%	8%	?	-27%	19%	-25%
CCCCCOc1ccc(C(=O)C(c2ccccc2)N2CCOCC2)cc1 (stereo unspecified)
 : 16%[10 µM]	-28%	-3%	-5%	-5%	-6%	1%	-4%
CN1CCN(c2ccc(Cl)cc2NC(=O)/C=C/c2cccc(F)c2)CC1
 : 16%	-18%	-1%	-6%	-8%	i	nt	-26%
O=c1c2c3c(sc2ncn1/N=C/c1ccncc1)CCCC3
 : ?	-2%	0%	11%	-12%	-8%	12%	6%
CC(C)C(=O)Nc1cccc(C(=O)Nc2cc([N+](=O)[O-])ccc2Cl)c1
 : -4%	2%	-6%	0%	?	i	-4%	-18%
COc1ccc(-c2csc3nc(-c4cccnc4)nc(N4CCC(C(N)=O)CC4)c23)cc1OC
 : 19%[0.074 µM]	4%	0%	-6%	?	i	0%	-5%
CCOc1ccc(NC(=O)[C@@H](c2ccccc2)N2Cc3ccccc3C2=O)cc1
 : nt	-4%	1%	1%	-9%	nt	nt	-25%
CCc1ccc(N(C(=O)c2csnn2)C(C(=O)NC(C)(C)C)c2cccnc2)cc1 (stereo unspecified)
 : 37%[10 µM]	2%	-1%	0%	3%	31%[activator]	-16%	13%
CCCOc1ccc(C(=O)Nc2ccc(S(=O)(=O)Nc3cc(C)nc(C)n3)cc2)cc1
 : 6%[10 µM]	1%	-1%	4%	-2%	-1%	-6%	-15%
Cc1nc2ccn(Cc3ccco3)c(=O)c2cc1C(=O)NCc1ccccc1
 : nt	3%	3%	-2%	5%	nt	nt	8%
CN(C)S(=O)(=O)c1cccc(C(=O)OCC(=O)c2c(N)n(C)c(=O)n(C)c2=O)c1
 : 15%	-3%	-3%	4%	-7%	-11%	nt	-9%
CCc1cccc(C)c1NC(=O)Cn1c(NCCO)nc2ccccc21
 : 1%[10 µM]	-15%	-1%	2%	-1%	i	3%	2%
CSc1ncc(C(=O)N2CCN(c3cc(C)ccc3C)CC2)c(C)n1
 : nt	3%	-22%	-4%	-11%	nt	nt	-4%
Cc1nn(-c2cc(N3CCOCC3)ccc2N)c(=O)c2ccccc12
 : 7%	-5%	0%	5%	-3%	-15%	-7%	-3%
Cc1ccc(NC(=O)C2CCCN(S(=O)(=O)c3ccc(F)cc3)C2)cc1 (stereo unspecified)
 : nt	6%	-1%	2%	-6%	nt	nt	-16%
Cc1ccc2c(c1)-c1c(cnn1CC(=O)N1CCN(c3ccccc3F)CC1)CO2
 : nt	-7%	11%	6%	-1%	nt	nt	-1%
O=C1N(Cc2cccnc2)C[C@@H]2C[C@@H](c3ccccc3C(F)(F)F)N3CCC[C@@]123
 : 5%[10 µM]	2%	-8%	-7%	-10%	18%	-2%	-13%
CCNc1ccc(C(=O)OCC(=O)NCc2ccc(C)cc2)cc1[N+](=O)[O-]
 : 8%[10 µM]	-1%	-1%	5%	?	-2%	-8%	-5%
COc1cc(CNCc2c[nH]c3ccccc23)cc(OC)c1
 : -41%[inhibitor]	-4%	-1%	10%	7%	-18%	-10%	-5%
FC(F)(F)c1nc2ccccc2[nH]1
 : -10%[10 µM]	0%	1%	-8%	-8%	-3%	6%	-14%
O=C(O)c1nn(-c2ccccc2)ccc1=O
 : 17%	-11%	0%	2%	0%	i	6%	6%
C/C(=N\NC(=O)C1CCCN(S(=O)(=O)c2ccccc2)C1)c1ccncc1 (stereo unspecified)
 : -2%[10 µM]	-8%	-4%	1%	7%	-15%	-4%	2%
CCOC(=O)c1c(C)n(CCO)c2ccc(O)cc12
 : -27%	-19%	-3%	4%	-4%	8%	nt	-1%
CCCCNCCCOc1cc(Cl)ccc1Cl
 : -21%	-2%	1%	1%	-5%	-2%	nt	-3%
COc1ccccc1C(=O)NC1(C(F)(F)F)C(=O)Nc2c1c(=O)[nH]c(=O)n2-c1ccccc1 (stereo unspecified)
 : nt	3%	1%	-2%	-1%	nt	nt	-1%
CC(=O)Nc1ccc(S(=O)(=O)NC2(C(F)(F)F)C(=O)Nc3c2c(=O)[nH]c(=O)n3Cc2ccco2)cc1 (stereo unspecified)
 : nt	-4%	-1%	1%	-4%	-2%	6%	-2%
O=[N+]([O-])c1nn(-c2ccccc2)n(O)c1=NC1CCN(Cc2ccccc2)CC1
 : -118%[inhibitor]	2%	-1%	6%	-4%	i	-1%	5%
CCOc1ccccc1CN1CCN(Cc2nc3c(s2)CCCC3)CC1CCO (stereo unspecified)
 : 16%[10 µM]	0%	-3%	0%	-7%	20%	-11%	4%
COc1ccc(N(Cc2cccs2)C(=O)COc2ccc([N+](=O)[O-])cc2)cc1
 : nt	-3%	4%	3%	-8%	nt	nt	-27%
Cc1ccc(Cn2cccc(-c3nc4ccccc4s3)c2=O)cc1
 : -10%[10 µM]	-9%	0%	-10%	-20%	-16%	57%[activator]	?

A portion of the library; count on the stated rates, not on these rows.
